RMI-FANCM inh: blocks RMI1/RMI2 complex binding to FANCM MM2 peptide. Fluorescence polarization, RMI core complex with F-MM2 peptide; stronger effect = lower value. FP signal (polarization) at 33 µM. 0.58% of 70,000 active. AID 1159607; in the data active = FP signal below about 40; note: inactives centre near 61; strong numbers were not always called active; unit not given here
Starred values were filed as active, the others as inactive; & = joins results of further samples. The list is partial; rates above refer to the full screens.

RMI-FANCM inh | Compound
52 | O=C(O)c1ncc(C(F)(F)F)cc1Cl
63 | O=C(CCOc1ccccc1)Nc1nnc(-c2ccc3c(c2)CCCC3)o1
62 | c1ccc(-c2nc(-c3cccnc3)[nH]c2-c2ccccc2)cc1
61 | O=C(/C=C/c1cccs1)NC(=S)N1CCCCC1
56 | COC(=O)c1ccc(C(=O)NC(=S)Nc2sc3c(c2C#N)CCCCC3)cc1
62 | Cc1nnc(C2CCCN(C(=O)NC(C)(C)C)C2)s1 (stereo not given)
62 | CCOC(=O)c1ccc(NC(=O)CSc2nnc(NC(=O)COc3ccc(Cl)cc3Cl)s2)cc1
59 | CC(=O)Nc1ccc(Nc2ncnc(N)c2[N+](=O)[O-])cc1
72 | Cc1sc2sc(-c3ccccc3)c(N)[n+]2c1C
75 | C=CCn1c(SCC(=O)c2ccc3c(c2)OCCO3)nc2scc(-c3ccc(C)o3)c2c1=O
68 | Cc1cccc(N2CCN(C(=O)Cn3cnc4c([nH]c5ccc(C)cc54)c3=O)CC2)c1
78 | CCCc1ccc(S(=O)(=O)N2CCOC(c3ccccc3)C2)cc1 (stereo not given)

Continued; it opens with the 6 that closed the last part.
RMI-FANCM inh | Compound
62 | CCOC(=O)c1ccc(NC(=O)CSc2nnc(NC(=O)COc3ccc(Cl)cc3Cl)s2)cc1
59 | CC(=O)Nc1ccc(Nc2ncnc(N)c2[N+](=O)[O-])cc1
72 | Cc1sc2sc(-c3ccccc3)c(N)[n+]2c1C
75 | C=CCn1c(SCC(=O)c2ccc3c(c2)OCCO3)nc2scc(-c3ccc(C)o3)c2c1=O
68 | Cc1cccc(N2CCN(C(=O)Cn3cnc4c([nH]c5ccc(C)cc54)c3=O)CC2)c1
78 | CCCc1ccc(S(=O)(=O)N2CCOC(c3ccccc3)C2)cc1 (stereo not given)
54 | CN1CCN(C(CNC(=O)C(=O)NCc2ccco2)c2ccc3c(c2)OCO3)CC1 (stereo not given)
59 | Cc1cc2cc(CNC(=O)NC3CC(=O)N(c4ccc5c(c4)OCCO5)C3)ccc2[nH]1 (stereo not given)
57 | Cc1cccc(NC(=O)Nc2nc(C)c(C(=O)NCCc3ccc(S(N)(=O)=O)cc3)s2)c1
65 | CN(C)c1ccc(C2N=c3c(c4ccccc4c4ccccc34)=N2)cc1
90 | CCOc1ccccc1NC(=O)c1cc(S(=O)(=O)NCc2ccccc2Cl)ccc1F
67 | COc1ccc(S(=O)(=O)NCc2ccsc2)cc1Cl
59 | CCOC(=O)c1[nH]c2ccccc2c1NC(=S)Nc1ccccc1OC
65 | Nc1nnc(-c2ccc(Cl)s2)o1
87 | COc1ccccc1NC(=O)Cn1c(=O)n(CCCCC(=O)NCCC(C)C)c(=O)c2ccccc21
66 | CC(C)c1ccc(OCC(=O)O/N=C(/N)c2cccnc2)c(Br)c1
56 | O=C(NCCn1nc(-c2ccc(F)cc2)ccc1=O)c1cccnc1
60 | C=CCN1C(=O)SC(CC(=O)O)C1=O (stereo not given)

Of the compounds above, 3 contain an aryl methoxy group:
RMI-FANCM inh | Compound
67 | COc1ccc(S(=O)(=O)NCc2ccsc2)cc1Cl
59 | CCOC(=O)c1[nH]c2ccccc2c1NC(=S)Nc1ccccc1OC
87 | COc1ccccc1NC(=O)Cn1c(=O)n(CCCCC(=O)NCCC(C)C)c(=O)c2ccccc21

Remaining list, next part.
RMI-FANCM inh | Compound
62 | CC(=O)c1ccc(OCc2ccc(Cl)c(Cl)c2)c([N+](=O)[O-])c1
59 | CCN1CCN(c2nc3c(c(=O)n(C)c(=O)n3C)n2C/C=C(/C)Cl)CC1
52 | COc1ccc(SCC(=O)Nc2ccc(F)cc2F)cc1
60 | Cn1c(=NC(=O)c2cccc(C(F)(F)F)c2)sc2cc(S(C)(=O)=O)ccc21
61 | C=CCN=C(Nc1ccc(Cl)cc1)SCC
63 | CCS(=O)(=O)c1cccc(C(=O)Nc2nc3ccc(S(N)(=O)=O)cc3s2)c1
53 | Cc1oc2c(F)c(F)c(F)c(F)c2c1C(=O)Oc1cccc(C(F)(F)F)c1
66 | O=C(NCCn1nc(-c2ccncc2)ccc1=O)c1ccc(-c2ccccc2)cc1
82 | COc1ccc(-c2cc(=O)n(CC(=O)Nc3nc(C)cs3)cn2)cc1
80 | CCN(CC)S(=O)(=O)c1ccc(-c2nnc3sc4cccc(C)c4n23)cc1
61 | CC(C)C(=O)Nc1nc(-c2ccccc2)ns1
61 | N/C(Cn1ccc(C(F)(F)F)n1)=N/OC(=O)c1cccc(C(F)(F)F)c1

RMI-FANCM inh | Compound
65 | COc1ccc(C(=O)Nc2ccc(S(=O)(=O)Nc3ccc(S(N)(=O)=O)cc3)cc2)cc1
62 | CCCCOC(=O)c1nnc(-c2ccc([N+](=O)[O-])cc2)o1
56 | O=C(CSc1ccc2nnc(-c3cccs3)n2n1)Nc1cccc([N+](=O)[O-])c1
63 | O=C(Nc1ccc2c(c1)OCO2)c1csc2nc(-c3ccc(F)cc3)cn12
66 | COc1ccc(C(=O)NCCCn2nc(-c3ccccc3)ccc2=O)cc1OC
21* | Nc1cc2c3c(c1)CCC(=O)N3CCC2
50 | Oc1c(N=Nc2ccc3c(c2)OCO3)sc2nc3ccccc3n12
58 | CCOc1ccc(NC(=O)CSC2CCCCC2)cc1
54 | CC1(C)C(=O)NCCN1C(=O)c1ccco1
62 | COc1ccccc1-c1c(C)oc2cc(OCC(N)=O)ccc2c1=O
58 | CC(=O)Cn1cnc2c1c(=O)n(C)c(=O)n2C
61 | CN1C(=O)c2cccc(NC(=O)/C=C/c3ccccc3Cl)c2C1=O

RMI-FANCM inh | Compound
61 | c1nc(N2CCN(Cc3ccc4c(c3)OCO4)CC2)c2[nH]cnc2n1
58 | CCOc1cc(Cl)c(S(=O)(=O)NCc2ccccn2)cc1Cl
62 | COc1ccc(NC(=O)c2csc(Nc3ccc(S(C)(=O)=O)cc3)n2)c(OC)c1
55 | Cc1ccc(C(=O)NCC(c2ccco2)N2CCOCC2)cc1 (stereo not given)
43 | Cc1nc(N=Nc2ccc(C(=O)O)cc2)c(COP(=O)(O)O)c(C=O)c1O
56 | O=C1CN(C(=O)C2CCN(S(=O)(=O)c3ccc(F)cc3)CC2)c2ccccc2N1
53 | NC(=NNC(=O)c1cccnc1)c1ccncc1
131 | COc1ccc2nc(-c3ccc(F)c(NC(=O)c4cc(Cl)ccc4Cl)c3)cn2n1
68 | Cc1c(Cl)cccc1NC(=O)C(=O)NCC(c1ccc2c(c1)CCN2C)N(C)C (stereo not given)
55 | CCCc1cc(=O)[nH]c2nnc(SCC(=O)N3CCC(Cc4ccccc4)CC3)n12
58 | O=C(CSc1ncnc2c1nnn2-c1ccc(F)cc1)Nc1ccc([N+](=O)[O-])cc1
64 | CC1CCN(CC(=O)Nc2ccc(Br)cn2)CC1

RMI-FANCM inh | Compound
71 | Nc1ccc2c(c1)CN(C(=O)c1cccs1)CC2
68&56 | COc1ccc(-c2nc(N)sc2C)cc1
66 | COc1ccc(CN2CCOc3ccc([N+](=O)[O-])cc3C2=O)c(OC)c1
76 | Cc1cc(C)cc(NS(=O)(=O)c2ccc(NC(=S)NC(=O)/C=C/c3ccco3)cc2)c1
59 | CCCCc1ccc(-n2c(=O)c3ccccc3c3ccccc3c2=O)cc1
63 | Cn1ccnc1N1CCN(C(=O)COc2ccc(F)cc2)CC1
60 | S=c1[nH][nH]c2nc3ccccc3n12
59 | CC(=O)NC(=S)Nc1ccc(S(=O)(=O)N2CCOCC2)cc1
55 | CCCCCCC1CCC(C(=O)Oc2ccc(C(=O)OCC)cc2)CC1 (stereo not given)
55 | CCOC(=O)c1nn(-c2ccc(F)cc2)c(=O)cc1NC(=O)c1ccccc1C(=O)O
53 | O=[N+]([O-])c1ccc(SCc2csc3ccc(Cl)cc23)c([N+](=O)[O-])c1
53 | N#CC(OC(=O)c1ccccc1)c1cccc([N+](=O)[O-])c1 (stereo not given)

RMI-FANCM inh | Compound
58 | COc1ccc(NC(=O)CSC2=Nc3cccnc3Nc3ccccc32)cc1OC
64 | CCOC(=O)c1sc(NC(=O)CSc2nnc(CNC(=O)c3ccc(Cl)cc3Cl)n2C)c(C(=O)OCC)c1C
61 | CCCCOc1ccc(C(=O)NCc2n[nH]c(=S)n2-c2cccc(C(F)(F)F)c2)cc1
64 | O=C(NNc1c(Cl)cc(Cl)cc1Cl)NC(=O)c1ccccc1Cl
57 | CCN1CCc2nc(NC(=O)c3ccc(C#N)cc3)sc2C1
47 | O=C(NCc1ccc(-c2ccc(F)cc2F)o1)Nc1ccc(Cl)cc1
62 | CN1CCN(C(CNC(=O)Cc2ccc(F)cc2)c2ccsc2)CC1 (stereo not given)
44 | Cc1ccn2c(-c3nnco3)c(C)nc2c1
34 | Cc1csc(-c2cc3ccc(OC(=O)N4CCOCC4)cc3oc2=O)n1
81 | CCOc1ccc(/C=C2\Oc3c(ccc(O)c3CN3CC4CC(C3)c3cccc(=O)n3C4)C2=O)cc1 (stereo not given)
66 | COc1ccc(OC)c(Nc2nc(CC(=O)Nc3nc4ccccc4s3)cs2)c1
69 | Cc1cc(NC(=O)C2CCN(S(=O)(=O)c3cccs3)CC2)n(C)n1

RMI-FANCM inh | Compound
60 | Cc1nnc(NC(=O)CN2CCN(C(=O)c3cn(C)cc4c(=O)n(-c5ccccc5)nc3-4)CC2)s1
55 | COc1ccc(-c2c(C#N)c(SCC(N)=O)nc3c2C(=O)CC(C)(C)C3)cc1
60 | Cc1ccc(S(=O)(=O)N=C(c2ccc(F)cc2)N2CCCCC2)cc1
53 | CC(=O)O/N=C(/N)c1cnn2c(C(F)(F)F)cc(C(F)(F)F)nc12
55 | COc1cccc(NC(=O)C(=O)NC2CCCCCC2)c1
63 | COC(=O)c1nc(N)n[nH]1
50 | COc1ccc(-c2csc(NC(=O)c3cccc(OC)c3OC)n2)cc1
62 | Cc1ccc(C(=O)NCc2ccc3c(c2)OCO3)cc1S(=O)(=O)N1CCCCCC1
67 | CC(C)(C)S(=O)(=O)c1ccc(N2CCN(c3ccc(Cl)cc3)CC2)nn1
65 | S=C(NCc1ccco1)N/N=C1/CSCc2ccccc21
53 | Cc1ccc(NC(=S)NC(=O)c2ccccc2)cc1NS(C)(=O)=O
104 | COc1ccc(NC(=O)Cn2cnc(-c3ccc(F)cc3)cc2=O)c(OC)c1

RMI-FANCM inh | Compound
66 | O=C(CSc1ncc(S(=O)(=O)c2ccc(Br)cc2)c(=O)[nH]1)Nc1ccccc1F
59 | COc1ccccc1N1CCN(C(=O)c2ccc(=O)n(Cc3cccc(F)c3)n2)CC1
64 | CC(C)c1ccc(NC(=O)c2sccc2S(=O)(=O)N2CCN(c3ccc(F)cc3)CC2)cc1
53 | COc1ccc(C(C)=O)c(NC(C)=O)c1
50 | O=C(c1ccccc1)C1CCN(C(=O)CS(=O)(=O)c2ccc(Cl)cc2)CC1
68 | CC(=O)Nc1ccc(SCC(=O)Nc2cccc(C(F)(F)F)c2)nn1
77 | CCCCN(C)S(=O)(=O)c1ccc(C(=O)Nc2nc(-c3ccccc3)cs2)cc1
65 | O=S(=O)(c1cc(F)ccc1F)N1CCOC(c2ccccc2)C1 (stereo not given)
64 | Cc1nnc(-c2ccc(OCC(=O)NCc3ccccc3)cc2)o1
59 | O=C(Nc1ccccc1)Nc1ccc2oc(-c3ccccc3F)cc(=O)c2c1
105 | Cc1nc2c(sc3cccc(F)c32)c(=O)n1CC(=O)Nc1ccc(F)cc1Cl
61 | COc1ccc(/C=C/C(=O)N2CCN(Cc3nc(-c4ccc(F)cc4)cs3)CC2)cc1OC

RMI-FANCM inh | Compound
85 | CCc1ccc(-c2cc3c(SCC(=O)Nc4ccc(C)cc4Cl)nccn3n2)cc1
60 | COc1ccc(-c2oc3ccccc3c(=O)c2OS(=O)(=O)c2cc(Cl)ccc2Cl)cc1
60 | O=C(O)c1ccc(OS(=O)(=O)c2ccc3c(c2)OCCO3)cc1
62 | CC(=O)Nc1ccc(SCCCC(=O)N2CCN(c3ccc(F)cc3)CC2)nn1
51 | O=C(Nc1ccncc1)C(=O)NC1CCCC1
52 | Cn1cc(Br)c(=O)n(C)c1=O
68 | CCOC(=O)c1ccc(-c2ccc(/C=C(\C#N)C(=O)NC(C)(C)C)o2)cc1
44 | C[C@H]1CC2C3CCC4=CC(=O)C=C[C@]4(C)[C@@]3(Cl)[C@@H](O)C[C@]2(C)[C@@]1(O)C(=O)CO (stereo not given in full)
66 | S=C(NC1CCCCC1)c1ccc2c(c1)OCO2
71 | CS(=O)(=O)N1CCCC(C(=O)Nc2nc(-c3ccc(Cl)cc3Cl)cs2)C1 (stereo not given)
54 | COc1ccc(NS(=O)(=O)c2sc(Cl)cc2Br)c(OC)n1
117 | COc1cc2[nH]c3c(=O)n(CC(=O)NCCCc4ccccc4)cnc3c2cc1OC

RMI-FANCM inh | Compound
65 | O=C(NCCCn1nc(-c2ccncc2)ccc1=O)c1ccccc1C(F)(F)F
59 | COc1ccc(NC(=O)Cc2c(C)nc(SCc3ccccc3F)[nH]c2=O)c(OC)c1
59 | COc1ccccc1/C=C/C(=O)NC(=S)N1CCCC1
59 | Cc1nnc(NC(=O)CSc2nc3c(cnn3CCO)c(=O)[nH]2)s1
55 | O=C(CSc1nnc(C2CCCCC2)n1-n1cccc1)Nc1ccc(OC(F)F)cc1
113 | N/C(Cc1ccc(-c2csnn2)cc1)=N/OC(=O)c1cc(Cl)cc(Cl)c1
63 | Cc1cc(C(=O)N2CCN(c3nc4ccc(S(C)(=O)=O)cc4s3)CC2)on1
65 | O=C(NCc1ccccc1Cl)c1ccc2c(=O)nc3c(-c4cccc(C(F)(F)F)c4)n[nH]n3c2c1
58 | C=C(Br)Cn1c(CCCCCCCCCCC)nc2ccccc21
58 | CS(=O)(=O)c1ccc(Nc2nc(C(=O)Nc3ccc4c(c3)OCO4)cs2)cc1
71 | CN1CCCC1CCOC(C)(c1ccccc1)c1ccc(Cl)cc1 (stereo not given)
61 | Cc1nc([N+](=O)[O-])cn1CCC(=O)O

Given as a markdown table: entries from further up
| Molecule | RMI-FANCM inh |
| --- | --- |
| Cc1csc(-c2cc3ccc(OC(=O)N4CCOCC4)cc3oc2=O)n1 | 34 |
| c1nc(N2CCN(Cc3ccc4c(c3)OCO4)CC2)c2[nH]cnc2n1 | 61 |

The listing continues.
RMI-FANCM inh | Compound
28 | O=C(COc1ccc(Cl)cc1Cl)Nc1nc(-c2ccc3c(c2)OCCO3)cs1
60 | O=C(Nc1ccc2ccccc2c1)c1cccnc1
54 | Cc1cccc(OCC(=O)NS(=O)(=O)c2ccc(C)cc2C)c1
56 | O=C(NCCn1nc(-c2ccco2)ccc1=O)C(F)(F)F
59 | COc1ccc(C(=O)CN2CCCc3cc(C)ccc32)cc1

Source: PubChem
